VCAM1 TNFa inh: reduces TNF alpha induced VCAM1 expression in HUVEC | actives 0.48% (n = 95,000) | AID 802 | inhibition, % at 2 µM | HUVEC TNFa-induced VCAM-1 immunofluorescence, high-content imaging;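 active = inhibition above the batch mean plus 3 SD, with images confirmed as a hit by eye, cut at about 37% in these data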;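 also: 0% = TNF-stimulated DMSO wells and 100% = unstimulated control wells; not every result past the cut was called active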
TNFa cytotox: HUVEC cytotoxicity counter-screen, TNF alpha stimulated; HUVEC TNFalpha-stimulated, Hoechst cell count, imaging; cell count reduction, % at 2 µM; actives 0.17% (n = 93,000);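 active = cell count reduction exceeding the screen mean by over 5 SD, scaled to untreated wells per plate, cut at about 78% in these data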;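 also: cells counted after 24 h of TNF alpha exposure following the 1 h pretreatment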
sEH act: activators of human soluble epoxide hydrolase; purified human sEH enzymatic activity, activator screen; actives 0.04% (n = 91,000); P34913; AID 717; activation, % at 2 µM; in the data active = activation above about 37%; also: values of inactives mirror those of a sister screen read the other way
Target sequence (P34913 whole entry, looked up): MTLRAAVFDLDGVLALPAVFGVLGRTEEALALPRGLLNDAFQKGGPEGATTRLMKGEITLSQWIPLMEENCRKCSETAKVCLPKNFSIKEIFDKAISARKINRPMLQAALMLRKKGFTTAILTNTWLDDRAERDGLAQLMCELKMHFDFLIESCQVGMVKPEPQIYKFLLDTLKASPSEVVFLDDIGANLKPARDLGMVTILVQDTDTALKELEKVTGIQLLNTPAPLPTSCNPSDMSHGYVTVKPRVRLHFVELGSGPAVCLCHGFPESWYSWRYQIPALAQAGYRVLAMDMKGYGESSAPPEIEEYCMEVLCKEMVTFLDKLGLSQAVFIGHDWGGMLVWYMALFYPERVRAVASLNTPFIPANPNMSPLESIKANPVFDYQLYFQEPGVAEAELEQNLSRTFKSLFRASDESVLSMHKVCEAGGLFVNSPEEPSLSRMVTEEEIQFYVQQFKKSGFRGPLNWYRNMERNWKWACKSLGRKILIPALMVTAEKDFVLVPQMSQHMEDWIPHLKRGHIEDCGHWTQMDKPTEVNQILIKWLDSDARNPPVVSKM
ERb SRC1 inh: ER-beta (human) coactivator binding inhibition; Q92731; TR-FRET ER-beta LBD / SRC1-Cy5 peptide binding; receptor agonist-loaded with 1 µM estradiol; inhibition, % at 25.6 µM; actives 1.3% (n = 86,000); AID 633;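 active = compounds whose percent inhibition of the receptor-coactivator binding signal exceeds about 50% in the single-dose screen, limit read from the data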;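 also: 0% = receptor plus peptide wells without compound and 100% = peptide-only wells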
sEH inhibitor: soluble epoxide hydrolase (human) inhibition | recombinant human sEH enzymatic activity assay | inhibition, % at 2 µM | actives 0.34% (n = 91,000) | AID 707; in the data active = inhibition above about 80%; also: values of inactives mirror those of a sister screen read the other way; many of its hits are not listed in these tables
HUVEC tox IL1B: HUVEC cytotoxicity counter-screen, IL-1B stimulated; HUVEC cell count loss, Hoechst imaging; cell count reduction, % at 2 µM; actives 0.41% (n = 94,000); AID 845;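 active = cell count reduction more than 3 SD above the screen-wide mean, cut at about 70% in these data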;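 also: normalized per plate to untreated control cells as the no-loss baseline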
F-actin modifier: cytoskeleton assembly modification. inhibition, % at 2 µM. actives 0.18% (n = 91,000). HUVEC TNFa F-actin phalloidin imaging, high content. AID 836;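 active = inhibition above the batch mean plus 3 SD and confirmed as a hit by visual image inspection, cut at about 30% in these data, passing the limit was not always enough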; also: strong numbers were not always called active
Calb biofilm kill: kills Candida albicans biofilms; actives 0.14% (n = 85,000); inhibition, % at 6 µM; C. albicans biofilm + clotrimazole, Alamar Blue;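 active = inhibition above 20%; inactive = inhibition below 20%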;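 also: preformed 24 hr biofilms exposed to compound for 48 hr; 0% = biofilm without compound and 100% = blank killed by clotrimazole plus chlorhexidine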
Smad3 inh: blocks human Smad3 binding to FoxH1 peptide; P84022; TR-FRET Smad3/Dy647-FoxH1 peptide binding, europium anti-His; inhibition, % at 25 µM; actives 0.29% (n = 88,000);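 active = compounds that reduce the energy-transfer binding signal between the protein and its labelled peptide by more than half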;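 also: 0% = Smad3 plus labelled peptide maximal FRET and 100% = peptide-only background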
Target sequence (P84022 whole entry, looked up): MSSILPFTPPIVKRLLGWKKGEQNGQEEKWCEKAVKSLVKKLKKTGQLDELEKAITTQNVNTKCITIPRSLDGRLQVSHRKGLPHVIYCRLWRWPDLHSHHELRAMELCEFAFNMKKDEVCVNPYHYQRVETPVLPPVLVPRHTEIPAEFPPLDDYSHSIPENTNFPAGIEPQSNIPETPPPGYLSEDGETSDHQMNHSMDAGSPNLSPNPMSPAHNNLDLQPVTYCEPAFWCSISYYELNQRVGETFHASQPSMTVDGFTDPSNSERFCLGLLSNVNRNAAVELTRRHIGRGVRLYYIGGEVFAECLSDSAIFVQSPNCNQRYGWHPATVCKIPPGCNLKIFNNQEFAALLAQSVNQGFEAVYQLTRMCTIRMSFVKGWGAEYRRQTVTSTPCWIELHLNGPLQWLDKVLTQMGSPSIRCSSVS
Numbers without * were called inactive; / = not tested or not shown; [ ] = remark or other dose.

SMILES	VCAM1 TNFa inh	TNFa cytotox	sEH act	ERb SRC1 inh	sEH inhibitor	HUVEC tox IL1B	F-actin modifier	Calb biofilm kill	Smad3 inh
CCCn1c(C(O)c2cc(OC)ccc2OC)nc2ccccc21 (stereo unspecified)	-5	-10	8	-14	-4	-25	-16	2	0
O=S(=O)(Nc1cc(Cl)ccc1N1CCCCC1)c1cccs1	0	-8	/	-5	/	-21	1	-1	-1
COc1ccc(-c2nc3ccccc3c(C(=O)Nc3ccc(S(=O)(=O)Nc4cc(C)on4)cc3)c2C)cc1	9	-4	-4	/	6	23	-19	/	/
O=C(NCc1ccccn1)C1CC(c2ccc(F)cc2)=NO1 (stereo unspecified)	8	-23	1	-9	-1	7	4	1	10
CC(NC(=O)c1ccnc(C(C)(C)C)c1)c1ccccc1 (stereo unspecified)	21	-20	-26	-8	30	0	6	3	-1
CCOc1ccc(S(=O)(=O)Nc2cccc(Cl)c2)cc1	27	-25	-5	-4	2	4	14	4	-1
CCOC(=O)CSc1nnc2n(Cc3ccccc3)c(=O)c3c4c(sc3n12)CCC4	-20	-11	15	-1	-14	-20	2	6	-4
COc1ccc(CCN2C(=O)CC(Sc3ncccc3C(=O)O)C2=O)cc1OC (stereo unspecified)	25	-8	2	-2	1	-9	12	0	7[fluorescence artefact?]
O=C(c1cc(-c2ccc(F)cc2)on1)N1CCCC1	0	-16	/	/	/	-20	-26	/	/
Cc1ccc(SCCNS(C)(=O)=O)cc1	16	-13	3	0	-3	-6	0	11	2
COc1ccc(N2CCN(Cc3cc(=O)oc4ccc5ccccc5c34)CC2)cc1	10	-33	-6	8	7	-2	/	7	4
O=C(Nc1cnc2ccccn2c1=O)c1ccc(Cl)cc1	10	6	-3	-2	6	-5	-7	-5	2
O=C(CSc1nc(C2CC2)nc2ccccc12)N1c2ccccc2Sc2ccccc21	6	-18	-1	/	3	-26	12	/	/
CCOc1ccc(C2CC(=O)NC3=C2C(=O)CCC3)cc1 (stereo unspecified)	0	-21	-1	4[fluorescence artefact?]	2	8	-15	8	-10
Cc1c(C(=O)Nc2cccc(C(F)(F)F)c2)oc2ccc(S(=O)(=O)N3CCOCC3)cc12	-2	-21	6	6[fluorescence artefact?]	-6	-66	-5	9	11
COc1ccc(-c2cc(C(=O)Nc3c(C)nn(Cc4ccccc4)c3C)no2)cc1	5	12	-2	12	2	2	13	-5	-1
O=C(Cn1ncc2c1-c1ccccc1OC2)N1CCN(Cc2ccc3c(c2)OCO3)CC1	4	-12	11	-3	-7	-14	2	6	-4
Cc1cc(=O)[nH]c(-c2ccccc2)n1	-6	0	0	-9	3	22	-4	2	1
COC(=O)c1ccc(C)c(NC(=O)c2c(-c3ccccc3)noc2C)c1	-21	-19	/	-7	/	-9	-15	4	-5
CCOC(=O)C1CCN(C(=O)c2ccco2)CC1	-3	8	-4	1[fluorescence artefact?]	4	17	5	5	1
CCC(C)C1C(C#N)=C(N)Oc2n[nH]c(-c3ccccc3)c21 (stereo unspecified)	56*	29	1	4	-3	0	-11	16	7
N#Cc1cc(-c2ccccc2)nnc1Sc1ccccc1	-5	-58	-9	1	8	-2	/	2	-4
O=C(Oc1ccccc1C(=O)N1CCOCC1)c1cccc(Br)c1	8	-19	-13	5[fluorescence artefact?]	11	-59	-11	3	2
O=C(CCS(=O)(=O)c1ccccc1)Nc1nc(-c2ccccn2)cs1	4	-11	8	-2[fluorescence artefact?]	-9	-4	-6	12	-12
CC(C)COc1ccc(C(=O)N(Cc2ccco2)C2CCS(=O)(=O)C2)cc1 (stereo unspecified)	0	22	4	-6	-6	-81	5	9	11
O=C(O)/C=C/c1cn(-c2ncc(C(F)(F)F)cc2Cl)c2ccccc12	2	-18	8	/	-6	-22	9	/	/
COc1ccc(C2=Nn3c(nnc3-c3ccc(OC)cc3)SC2)cc1	40*	34	-8	2	7	4	8	0	13
Cc1ccc2cc3c(NC(=O)CC(C)C)nn(C)c3nc2c1	6	-11	3	5	-4	-21	-12	1	-6
CC(C)(C)NC(=O)CN1CCC(O)(c2ccccc2)CC1	-22	-1	6	0	-7	30	-15	8	-6
C=CCN(CC=C)S(=O)(=O)c1ccc(NC(=S)NC(=O)/C=C/c2cccc3ccccc23)cc1	-10	2	9	/	-7	7	-12	/	/
O=C(NCC1CCCO1)c1nc2c(nnn2Cc2ccccc2Cl)c(=O)[nH]1 (stereo unspecified)	-2	-6	2	-18	-2	-19	4	8	6
O=C(CSCc1cccc(CSCC(=O)Nc2ccccc2)n1)Nc1ccccc1	14	7	-6	-13	4	-26	-12	0	-5
CCCCN(CCCC)C(=S)N/N=C/c1c(C)[nH]n(-c2ccccc2)c1=O	10	5	-2	/	5	4	8	/	/
CCCCCn1c(SCc2ccncc2)nc2cc(C(=O)NCc3ccco3)ccc2c1=O	-10	-28	/	12[fluorescence artefact?]	/	-22	-20	6	10
CN1CCN(C(=O)c2ccccc2-c2nc(-c3ccc(Cl)cc3)no2)CC1	6	-23	-6	-4	8	-12	-6	5	-3
COc1ccc(S(=O)(=O)Cc2ccc(C(=O)N3CCN(C(=O)c4ccco4)CC3)o2)cc1	1	-34	-5	-5	4	-1	2	-3	4

Molecules above that have a Cl atom (six):
SMILES	VCAM1 TNFa inh	TNFa cytotox	sEH act	ERb SRC1 inh	sEH inhibitor	HUVEC tox IL1B	F-actin modifier	Calb biofilm kill	Smad3 inh
O=S(=O)(Nc1cc(Cl)ccc1N1CCCCC1)c1cccs1	0	-8	/	-5	/	-21	1	-1	-1
CCOc1ccc(S(=O)(=O)Nc2cccc(Cl)c2)cc1	27	-25	-5	-4	2	4	14	4	-1
O=C(Nc1cnc2ccccn2c1=O)c1ccc(Cl)cc1	10	6	-3	-2	6	-5	-7	-5	2
O=C(O)/C=C/c1cn(-c2ncc(C(F)(F)F)cc2Cl)c2ccccc12	2	-18	8	/	-6	-22	9	/	/
O=C(NCC1CCCO1)c1nc2c(nnn2Cc2ccccc2Cl)c(=O)[nH]1 (stereo unspecified)	-2	-6	2	-18	-2	-19	4	8	6
CN1CCN(C(=O)c2ccccc2-c2nc(-c3ccc(Cl)cc3)no2)CC1	6	-23	-6	-4	8	-12	-6	5	-3

Next entries:
SMILES	VCAM1 TNFa inh	TNFa cytotox	sEH act	ERb SRC1 inh	sEH inhibitor	HUVEC tox IL1B	F-actin modifier	Calb biofilm kill	Smad3 inh
CCOC(=O)c1cc2nc(-c3ccco3)cc(C(F)(F)F)n2n1	-10	13	6	6[fluorescence artefact?]	-6	21	-9	6	-5
O=C(NCc1ccc2c(c1)OCO2)c1ccc(CN2CCc3ccccc3C2)cc1	-1	-6	-37	-2	36	2	/	4	-5
COC(=O)c1ccc(N2C(=O)CC(N3CCC(O)(c4ccc(Br)cc4)CC3)C2=O)cc1 (stereo unspecified)	-18	-38	19	4	-22	-1	/	4	-21
Clc1cccc(CNc2nnnn2-c2ccccc2)c1	24	-14	0	-7	3	3	-10	6	-1
Cc1ccc(NC(=O)c2ccc(NS(=O)(=O)c3c(C)noc3C)cc2)cc1C	-6	-19	-18	-23	20	-29	7	7	12
COc1cc(OC)c(C(=O)COc2ncnc3ccccc23)c(OC)c1	-19	-28	1	9	3	-22	-10	1	4
Brc1ccc(CN2CCN(c3ccccn3)CC2)s1	1	-14	10	5	-8	10	0	-1	9
COc1ccc(NC(=O)CN(c2ccc(C)cc2)S(C)(=O)=O)c(OC)c1	3	-15	0	3	2	12	11	11	-4
COc1ccc(Cn2c(SCc3cc(C)ccc3C)nc3cc(OC)c(OC)cc3c2=N)cc1	12	5	7	/	-7	-46	-41	/	/
CN(C)c1nc(-c2ccccc2)cc(C(F)(F)F)c1C#N	4	-18	16	/	-19	-88	-14	/	/
CCCn1cc(SCC(=O)NCC2CCCO2)c2ccccc21 (stereo unspecified)	19	-7	-5	11	7	-15	-3	6	14
CCCCS(=O)CC(CS(=O)CCCC)OC(=O)c1ccc(C)cc1 (stereo unspecified)	23	-43	-9	-1[fluorescence artefact?]	7	-17	25	2	9
COc1ccc(C2C(C(C)=O)=C(O)C(=O)N2CCO)c(OC)c1 (stereo unspecified)	3	-24	26	-5	-28	0	14	3	14
Cc1[nH][nH]c(=O)c1C(c1c(C)[nH][nH]c1=O)c1cn(Cc2cccc3ccccc23)c2ccccc12	20	10	7	/	-7	/	10	/	/
CC1=C(C(=O)OC(C)C)C(c2cccs2)n2ncnc2N1 (stereo unspecified)	-3	-24	/	6[fluorescence artefact?]	/	15	-1	-2	-10
COc1ccc2[nH]c(=O)c(CNc3cccc(C)c3)cc2c1	2	3	-5	25	3	9	/	2	9
CCOC(=O)C1CCCN(C(=O)Cc2c(F)cccc2Cl)C1 (stereo unspecified)	-8	-55	10	-3[fluorescence artefact?]	-7	8	4	6	3[fluorescence artefact?]
CCN1CCN(S(=O)(=O)c2cc(OC)ccc2OC)CC1	-64	-25	4	-3	-4	-16	4	6	0
Cc1ccc(C(C(=O)NCc2ccco2)N(C(=O)Cn2nnc3ccccc32)c2ccccc2)o1 (stereo unspecified)	-10	-53	-6	-2	8	-83	34	3	-3
Cc1cc(NC(=O)CN2C(=O)NC(C)(c3ccccc3)C2=O)no1 (stereo unspecified)	8	-11	-2	-7	3	-8	4	4	-19
COc1ccc(-n2c(C)nc3c(cnn3-c3ccc(Cl)cc3)c2=O)cc1	-16	-16	/	-14	/	8	-3	4	-5
Cn1c(Cl)nc2c1c(=O)n(Cc1cccc(Br)c1)c(=O)n2C	8	-5	/	-6[fluorescence artefact?]	/	/	-5	6	2
Cc1ccc(C(C(=O)NC(C)(C)C)N(CC2CCCO2)C(=O)Cn2nnc(-c3ccc(C)o3)n2)cc1 (stereo unspecified)	3	-18	17	-4	-18	-5	-39	5	0
CC(=O)c1c(C)[nH]c(C(=O)CSc2nc3ccccc3n2C)c1C	-15	11	19	15[fluorescence artefact?]	-18	6	1	0	-15
COc1ccc(NC(=O)NS(=O)(=O)c2ccc(C)cc2)c(OC)c1	9	-9	-12	18	11	-130	-2	2	9
CCOC(=O)CC(Nc1nc(N2CCOCC2)nc(N2CCOCC2)n1)c1ccccc1Cl (stereo unspecified)	4	-11	2	5	-3	-15	4	1	24[fluorescence artefact?]
CCNc1nc(N)nc(Oc2ccc(OCCOc3ccccc3)nn2)n1	18	-20	1	-9	2	13	15	7	2
c1ccc(-c2ccc(C3=Nn4c(Cn5nnc6ccccc65)nnc4SC3)cc2)cc1	16	-12	-7	/	7	/	-20	/	/
CCCc1cc(C(N)=O)c(NC(=O)C2CCCO2)s1 (stereo unspecified)	-6	-36	-1	5	2	1	10	6	3
COC(=O)CSc1nnc(CNC(=O)c2ccccc2OC)n1-c1ccc(OC)cc1	4	-23	-6	-1	4	0	11	-6	-13
OCCCCCNc1ncnc2ccccc12	2	-14	8	-15	-5	-23	7	4	10
O=c1cc(CSc2ccccc2)[nH]c(=S)[nH]1	-1	-3	-12	/	13	-26	32	/	/
Cc1ccc(C2CC2C(=O)NN)cc1 (stereo unspecified)	-1	-10	2	/	3	-20	-32	/	/
O=C(O)C(Cc1ccccc1)n1cccc1 (stereo unspecified)	-10	2	-3	12	4	19	-10	6	2
CC(=O)Nc1cc(-c2nn(CC(=O)N3CCCCC3)c(=O)c3ccccc23)ccc1N1CCOCC1	-4	-9	-3	-2	5	-18	12	7	2
O=C(Nc1scc(-c2ccccc2)c1C(=O)O)c1ccco1	7	-31	6	4	-8	-22	-13	6	3
CC(=O)OCC(OC(C)=O)C(OC(C)=O)C(OC(C)=O)C(=O)Nc1ccc(C)cc1C (stereo unspecified)	13	-13	-6	-7[fluorescence artefact?]	4	3	-2	4	-1
O=C(OCc1cc2ccccc2[nH]c1=O)c1ccncc1	-6	5	11	9	-12	-1	-6	10	8

Screening data as filed in PubChem.

A portion of the library (hit frequency here may not be typical).
